# NTR1 agonist: agonists of NTR1, primary screen, imaging, U2OS cells, beta-arrestin-GFP, high content (AID 493036); Neurotensin receptor type 1 (Homo sapiens), P30989; NTR1-U2OS beta-arrestin-GFP spot imaging, agonist mode; activation, % at 20 µM; actives 0.17% (n = 330,000);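 active means activation at or above 40% of the spot to cytoplasm intensity ratio, with at least 20 cells analyzed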;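 further: 0% = DMSO without peptide and 100% = 100 nM NTR1 peptide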
# Target sequence (P30989 whole entry, looked up): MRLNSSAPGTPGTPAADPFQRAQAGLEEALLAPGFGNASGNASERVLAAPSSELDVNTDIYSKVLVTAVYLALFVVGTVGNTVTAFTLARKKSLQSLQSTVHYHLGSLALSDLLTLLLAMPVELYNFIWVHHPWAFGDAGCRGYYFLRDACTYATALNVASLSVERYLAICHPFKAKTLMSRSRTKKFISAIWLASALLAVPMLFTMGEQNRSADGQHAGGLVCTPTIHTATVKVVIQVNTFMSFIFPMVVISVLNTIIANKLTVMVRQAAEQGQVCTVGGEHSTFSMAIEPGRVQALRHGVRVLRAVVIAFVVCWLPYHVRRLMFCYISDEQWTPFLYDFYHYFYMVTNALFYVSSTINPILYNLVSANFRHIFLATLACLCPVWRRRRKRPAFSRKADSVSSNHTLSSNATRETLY
# UTI89 phage lysis: inhibition of K1F phage lysis, E. coli UTI89, bacterial capsule biogenesis inhibitors, alamar blue (AID 488966); E. coli UTI89 K1F phage lysis, alamar blue, 2 h; higher % means a stronger effect; inhibition, % at 100 µM, or IC50 in µM where a hit was titrated; actives 0.02% (n = 340,000);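 active means phage lysis inhibition, versus mean bacterial control, above a set limit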;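 further: capsule biogenesis inhibitors block K1F phage lysis so surviving cells raise fluorescence; higher fluorescence means more inhibition of phage lysis; actives were called in the ten point dose series up to 300 µM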
# Dengue-2 NS5 capping: Dengue-2 NS5 methyltransferase inhibitors, primary screen, biochemical, confirmation dose response (AID 588689). Genome polyprotein (Dengue virus type 2 (strain 16681-PDK53)). Dengue-2 NS5 methyltransferase capping enzyme assay, biochemical; higher % means a stronger effect. actives 0.3% (n = 340,000). inhibition, % at 25 µM; hits with a dose series show IC50 in µM; in the data active means a potency from the dose series
# NTR1 agonist cell count 20 µM: second read-out of NTR1 agonist, no call of its own (marks repeat the call); cell count; measured here: cell count, cytotoxicity flag
# Dengue-2 NS5 capping pilot replicate: second read-out of Dengue-2 NS5 capping, no call of its own (marks repeat the call); inhibition, %; measured here: pilot screen replicate inhibition
# The depositor's hits bear a star; [ ] = another dose, or the depositor's remark.
SMILES,NTR1 agonist,NTR1 agonist cell count 20 µM,UTI89 phage lysis,Dengue-2 NS5 capping,others
CC1Cc2ccccc2N1Cc1cc(=O)c(OCC(=O)NCCc2ccccc2)co1 (configuration not stated),0.9,69,0.2%[50 µM],-0.7%,
O=C(Nc1ccc(S(=O)(=O)NC2=NCCCCC2)cc1)c1cc(F)c(F)cc1Cl,-0.1,74,1.4%[50 µM],2.9%,
COc1ccc(S(=O)(=O)N2CCCCCC2)cc1C(=O)N(C)CC(=O)Nc1ccccc1Br,1.0,53,0.7%[50 µM],-5.1%,
CC(NC(=O)c1ccccc1Cl)C(=O)N1CCN(Cc2ccc3c(c2)OCO3)CC1 (configuration not stated),-1.5,52,0.8%[50 µM],-3.0%,
CCN(C(=O)C12CC3CC(CC(C3)C1)C2)C1CCS(=O)(=O)C1 (configuration not stated),0.7,71,1.2%[50 µM],5.1%,
COc1ccc(-c2cc(C(=O)N3CCN(c4cccc(C)c4C)CC3)c3ccccc3n2)cc1OC,9.0,64,-1.6%,-6.7%,
CCN(CC)C(=O)c1[nH]cnc1C(=O)Nc1cccc(Cl)c1,2.0,58,0.3%,-6.3%,
O=C(NCC1CCCN1S(=O)(=O)c1cccs1)c1cccc([N+](=O)[O-])c1 (configuration not stated),-0.3,72,1.0%[50 µM],-3.7%,
O=C(c1cnn(-c2ccccc2)c1)c1cc(Br)ccc1O,-1.7,51,0.6%[50 µM],5.2%,
O=C1C=C(c2cc3ccccc3s2)C[C@@H](c2ccc(Cl)cc2)C1,3.2,51,0.1%,0.0%,
CCOC(=O)C1CCN(C(=O)COC(=O)CNC(=O)c2sc3ccccc3c2Cl)CC1,4.0,54,0.6%[50 µM],3.0%,
O=C(CCN=C1NS(=O)(=O)c2ccccc21)OCc1cccc(Cl)c1,1.3,53,0.7%[50 µM],-12.2%,
N#Cc1cccc(C(=O)Nc2ccccc2C(=O)NC2CC2)c1,0.9,66,-1.4%,-3.7%,
O=C(c1ccccc1)c1ccc(C(=O)N2CCCC(C(F)(F)F)C2)cc1 (configuration not stated),0.3,57,0.1%[50 µM],-0.7%,
CN(Cc1ccccc1)C(=O)c1[nH]cnc1C(=O)Nc1cccc(Cl)c1,2.5,40,0.7%,-0.8%,
COc1ccc2[nH]c3c(c2c1)CCN1C(=O)C(CC(=O)NCCCN(C)C)C[C@H](C(=O)N2CCCCC2)[C@@]31C (some centres not stated),-0.5,77,0.0%,4.6%,Dengue-2 NS5 capping pilot replicate=1.8
C[C@H](CO)N1C[C@H](C)[C@@H](CN(C)S(=O)(=O)c2ccc(F)cc2)Oc2ccc(NC(=O)Nc3ccc4c(c3)OCO4)cc2C1=O,4.5,64,0.2%,2.0%,Dengue-2 NS5 capping pilot replicate=-1.8
CCOc1cc(N2CCOCC2)c(OCC)cc1NC(=O)CSc1ncccc1C(=O)O,0.1,64,0.0%,5.0%,
N#CC1=C(SCC(=O)Nc2ccccc2)NC(=O)CC1c1ccco1 (configuration not stated),-0.1,45,0.8%,0.7%,
CC(=O)c1cccc(NC(=O)COC(=O)C2CCCN2C(=O)c2cccs2)c1 (configuration not stated),3.3,61,-0.9%,-1.9%,
Nc1nccnc1C(=O)OCC(=O)NCCc1ccc(S(N)(=O)=O)cc1,-0.8,69,0.0%[50 µM],10.9%,
CC(=O)Oc1ccc(-c2cc3c(OC(C)=O)cc(OC(C)=O)cc3oc2=O)cc1,-4.3,102,0.0%,-12.6%,
CC(=O)c1ccc(S(=O)(=O)NCC(=O)N2CCN(C/C=C/c3ccccc3)CC2)cc1,2.2,60,0.8%[50 µM],0.8%,
Cc1ccc(NC(=O)COC(=O)C2CC2)cc1S(=O)(=O)N1CCOCC1,-0.5,70,0.6%[50 µM],-14.7%,
N#Cc1ccccc1S(=O)(=O)N1CCN(C(=O)CN2CCCC2c2cccs2)CC1 (configuration not stated),10.8,56,0.6%[50 µM],-0.7%,
O=C(CN1C(=O)NC2(CCCc3ccccc32)C1=O)NCCc1ccc(F)cc1 (configuration not stated),-0.1,59,-2.0%,-6.6%,
NS(=O)(=O)c1cc(Cl)c(NC(=O)COC(=O)c2ccccn2)c(Cl)c1,-2.9,67,0.2%[50 µM],1.5%,
CCCc1cc(=O)[nH]c(SCC(=O)NCC2COc3ccccc3O2)n1 (configuration not stated),-3.1,49,0.8%[50 µM],-8.0%,
Cc1ccccc1-c1nc(S(=O)(=O)c2ccccc2)c(N2CCCC2)o1,-0.1,58,0.3%[50 µM],-4.4%,
Cc1ccc(S(=O)(=O)N2CC(=O)N3CCN(CCN)C3C2)cc1 (configuration not stated),-0.8,46,1.4%,-3.4%,
CC(C)C(NC(=O)c1ccco1)C(=O)OCC(=O)N1CC(=O)Nc2ccccc21 (configuration not stated),0.8,65,1.8%[50 µM],-6.5%,
O=C1N[C@@H](Cc2c[nH]c3ccccc23)COC(=O)[C@@H](Cc2ccc(F)cc2)CC/C=C/C[C@@H]1CC(=O)N(CCO)Cc1ccccc1,8.8,53,0.3%,-4.3%,Dengue-2 NS5 capping pilot replicate=-2.7
CN(Cc1ccccc1F)C(=O)c1ccc(NS(=O)(=O)c2ccc3[nH]c(=O)[nH]c3c2)cc1,-0.3,59,-2.8%,-11.8%,
CCOC(=O)C1=C(C)c2ccccc2OC1(CC)C(=O)OCC (configuration not stated),-0.4,59,-0.2%,2.6%,
c1ccc(-c2cnc(-c3ccccn3)nn2)cc1,10.9,89,0.5%,-1.6%,
Cc1ccc(NC(=O)c2cccc(S(=O)(=O)N3CCCc4ccccc43)c2)nc1,1.2,61,-0.3%[50 µM],2.2%,
COCCCN(C(=O)C1CCC1)c1c(N)n(Cc2ccccc2)c(=O)[nH]c1=O,-0.7,59,0.8%[50 µM],0.8%,
Cc1ccc(S(=O)(=O)N(C)C[C@@H]2Oc3c(NS(C)(=O)=O)cccc3C(=O)N([C@H](C)CO)C[C@@H]2C)cc1,-0.8,43,-0.1%,5.0%,Dengue-2 NS5 capping pilot replicate=-6.4
COc1ccc(-c2sc3cc4c(cc3c2-c2ccc(OCCN3CCOCC3)cc2)OCO4)cc1,12.2,58,0.1%,-7.2%,
O=S(=O)(Nc1ccc(-n2cnnn2)cc1)c1ccc(Cl)cc1,-1.3,70,0.4%[50 µM],2.6%,
CCOC(=O)C1CCN(C(=O)COC(=O)c2ccc3[nH]c4c(c3c2)CCCC4)CC1,7.1,55,0.1%[50 µM],4.4%,
Cc1ccc(S(=O)(=O)N(CC(=O)Nc2ccc(C(N)=O)cc2)C(=O)N2CCN(C)CC2)cc1,0.7,56,-0.5%,-0.7%,
CCOC(=O)[C@@H]1[C@H]2COc3ccc(Br)cc3[C@@H]2N2C(=O)N(c3ccc(OC)cc3)C(=O)[C@@]12C,-1.7,69,1.6%,3.3%,
COc1ccc(CCNC(=O)C(=O)NCC2CCCN2S(=O)(=O)c2cccs2)cc1 (configuration not stated),-0.7,38,0.7%[50 µM],-0.7%,
CCOc1cc(/C=C/C(=O)OCC(=O)NCC2CCCO2)cc(Cl)c1OC (configuration not stated),-0.7,46,-0.7%,-3.1%,
CC1=C(C(N)=O)C(c2cccnc2)n2nc(-c3cccc(C)c3)nc2N1 (configuration not stated),-0.6,97,0.6%,-2.4%,
Cc1cc(NC(=O)C(C)SCC(=O)N(C)CC(=O)Nc2ccc(F)cc2)no1 (configuration not stated),0.2,77,-0.2%[50 µM],-8.1%,
CC1(C)c2[nH]c3ccccc3c2C[C@@H]2C(=O)N(Cc3ccccc3Cl)C(=O)N21,9.3,88,-0.1%,-5.5%,
Cc1cccc(N2O[C@H]3C=CC2CCCC3)n1,3.3,68,0.3%,1.6%,Dengue-2 NS5 capping pilot replicate=3.0
CCOc1ccc(S(=O)(=O)N2CCCC(C(=O)NC3CC3)C2)cc1Cl (configuration not stated),-1.2,64,0.7%[50 µM],-3.6%,

# Following part
SMILES,NTR1 agonist,NTR1 agonist cell count 20 µM,UTI89 phage lysis,Dengue-2 NS5 capping,others
Cc1c(C(=O)N2CCC3(CC2)CC(=O)c2ccccc2O3)cccc1[N+](=O)[O-],3.7,53,0.9%,-1.5%,
CC(C)CN(C(=O)COC(=O)/C=C/c1ccccc1)C1CCS(=O)(=O)C1 (configuration not stated),-2.5,81,0.5%[50 µM],-9.0%,
CCc1ccc(S(=O)(=O)N2c3ccc(C)cc3C3CN(C)CCC32)cc1 (configuration not stated),-0.4,36,1.1%[50 µM],3.8%,
Cc1ccc(NC(=O)c2nc[nH]c2C(=O)N2CCN(C(=O)OC(C)(C)C)CC2)cc1,5.0,49,0.7%,0.0%,
CS(=O)(=O)c1ccc(NC(=O)CCN2C(=O)C3CC=CCC3C2=O)cc1 (configuration not stated),-0.6,89,1.8%[50 µM],-5.8%,
Cc1ccn2c(NCc3ccccc3)c(-c3cccc(SC4CCCCC4)c3)nc2c1,5.2,58,1.8%,-4.7%,
CCOC(=O)C1=C(COC(=O)c2cc(Br)c(Br)s2)NC(=O)NC1C (configuration not stated),2.4,51,0.1%[50 µM],-2.2%,
COc1ccc(C2=NOC(Cn3nc(-c4ccccc4)cc3C(=O)NCc3ccc(C)cc3)C2)cc1 (configuration not stated),3.0,50,1.2%,-6.1%,
O=S(=O)(Nc1c(O)ccc2ccccc12)c1cccc2ccccc12,1.0,49,-1.2%,27.2%,
CCN(C(=O)COc1ncnc2ccccc12)C1CCCCC1,-3.6,43,-0.4%,-17.8%,
Cc1ccc(S(=O)(=O)N(C)c2ccc(C(=O)Nc3ccc(C)cn3)cc2)cc1,2.2,63,-0.1%[50 µM],-5.8%,
Cc1ccc2sc(N3CCN(CCNC(=O)c4ccco4)CC3)nc2c1C,-0.3,47,2.5%[50 µM],10.1%,
Cc1ccc(Cc2nnc(SCC(=O)Nc3ccccc3C)[nH]c2=O)cc1,2.8,63,1.1%[50 µM],-11.1%,
COc1cc2cc(CCCOC(=O)c3cccc(Br)c3)oc(=O)c2cc1OC,3.9,54,-2.0%,-1.6%,
COc1ccc(/C=C2\SC(=O)N(CCCC(=O)Nc3cc(Cl)ccc3C(=O)O)C2=O)cc1,0.2,48,-4.4%,1.6%,
O=C(COC(=O)COc1cccc(F)c1)Nc1nc2ccccc2s1,0.1,49,0.0%[50 µM],-3.8%,
COc1ccccc1NC(=O)c1ccc(NC(=O)COC(=O)c2cccnc2Cl)cc1,5.8,43,-2.4%,2.3%,
O=C(COC(=O)c1cccc(O)c1)Nc1ccc(N2CCOCC2)cc1,1.7,37,2.3%[50 µM],5.8%,
COCCn1c(SCC(=O)NNC(=O)c2cc(Cl)ccc2OC)nnc1-c1ccncc1,0.5,72,1.1%[50 µM],-7.0%,
Cc1noc(C)c1S(=O)(=O)N(C)C[C@H]1Oc2ccc(NS(=O)(=O)c3cn(C)cn3)cc2C(=O)N([C@H](C)CO)C[C@@H]1C,1.7,54,0.3%,-4.6%,Dengue-2 NS5 capping pilot replicate=-3.4

# Part of the list above in order of formula weight, highest first:
SMILES,NTR1 agonist,NTR1 agonist cell count 20 µM,UTI89 phage lysis,Dengue-2 NS5 capping,others
COc1ccc(C2=NOC(Cn3nc(-c4ccccc4)cc3C(=O)NCc3ccc(C)cc3)C2)cc1 (configuration not stated),3.0,50,1.2%,-6.1%,
COc1ccc(/C=C2\SC(=O)N(CCCC(=O)Nc3cc(Cl)ccc3C(=O)O)C2=O)cc1,0.2,48,-4.4%,1.6%,
COc1cc2cc(CCCOC(=O)c3cccc(Br)c3)oc(=O)c2cc1OC,3.9,54,-2.0%,-1.6%,
COc1ccccc1NC(=O)c1ccc(NC(=O)COC(=O)c2cccnc2Cl)cc1,5.8,43,-2.4%,2.3%,
Cc1ccc(S(=O)(=O)N(C)c2ccc(C(=O)Nc3ccc(C)cn3)cc2)cc1,2.2,63,-0.1%[50 µM],-5.8%,
Cc1ccc2sc(N3CCN(CCNC(=O)c4ccco4)CC3)nc2c1C,-0.3,47,2.5%[50 µM],10.1%,
Cc1ccc(Cc2nnc(SCC(=O)Nc3ccccc3C)[nH]c2=O)cc1,2.8,63,1.1%[50 µM],-11.1%,
O=C(COC(=O)COc1cccc(F)c1)Nc1nc2ccccc2s1,0.1,49,0.0%[50 µM],-3.8%,
O=C(COC(=O)c1cccc(O)c1)Nc1ccc(N2CCOCC2)cc1,1.7,37,2.3%[50 µM],5.8%,
CCN(C(=O)COc1ncnc2ccccc12)C1CCCCC1,-3.6,43,-0.4%,-17.8%,

# The listing continues.
SMILES,NTR1 agonist,NTR1 agonist cell count 20 µM,UTI89 phage lysis,Dengue-2 NS5 capping,others
Cc1c(-n2c(CN3C(=O)c4ccccc4C3=O)nc3ccccc3c2=O)c(=O)n(-c2ccccc2)n1C,0.5,53,0.0%,-6.1%,
Cc1cccc([C@@H](NC(=O)OC(C)(C)C)C(=O)OC(C)(C)C)c1,-0.5,68,1.4%,-11.2%,
Cc1nnc(SCC(=O)Nc2ccc(S(N)(=O)=O)cc2)n(N)c1=O,-2.0,41,-2.8%,-0.8%,
Cc1ccc(SCC(=O)OCC(=O)N2CCN(C(=O)c3ccco3)CC2)c(C)c1,-1.0,52,1.0%[50 µM],-11.1%,

# A portion of the library; count on the stated rates, not on these rows.
